High-throughput results: PubChem, The Scripps Research Institute Molecular Screening Center
ssDAF12 agonist: S. stercoralis DAF-12 nuclear receptor activators, primary screen, cell-based, luminescence, HEK293, GRIP1 co-expression, lit1-tk-luc; Nuclear hormone receptor DAF-12 (Strongyloides stercoralis); HEK293 ssDAF-12/GRIP1 lit1-tk-luc reporter; % of 3 µM dafachronic acid response; activation, % at 6.8 µM; 370,000 tested, 1% active;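 active means activation above the mean over all tested compounds plus 3 SD, cut at about 0.9% in these data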;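 further: 0% = DMSO-only wells and 100% = 3 µM delta7-dafachronic acid wells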
DAX1 inh-1: DAX1 (NR0B1) inhibitors, primary screen, cell-based, HEK293, Gal4-DAX1, luciferase luminescence. Nuclear receptor subfamily 0 group B member 1 (Homo sapiens), P51843. 340,000 tested, 0.99% active. HEK293 Gal4-DAX1 luciferase reporter. AID 504766, 2011. inhibition, % at 6.75 µM;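 active means inhibition above the mean over all tested compounds plus 3 SD, cut at about 4.2% in these data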;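 further: 0% = DAX1-transfected cells with DMSO and 100% = empty-vector control cells with DMSO; inhibition shows as a rise in luminescence from relieved DAX1 repression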
ADAM17 inh: ADAM17 inhibitors, primary screen, biochemical, QFRET; 370,000 tested, 0.83% active; AID 720648, 2013; inhibition, % at 6.95 µM; recombinant ADAM17, EDANS/DABCYL FRET peptide cleavage;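 active means inhibition above the mean of compounds lying between control limits plus 3 SD, set per campaign, cut at about 8.5% in these data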;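 further: 0% = DMSO-only wells as the low control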
sPLA2-III inh: human group III sPLA2 inhibitors, primary screen, biochemical, QFRET, BODIPY PC-A2 liposome substrate | Group 3 secretory phospholipase A2 (Homo sapiens), Q9NZ20 | QFRET BODIPY PC-A2 liposome hydrolysis, fluorescence | inhibition, % at 12.2 µM | 370,000 tested, 0.56% active | AID 743126, 2013;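 active means inhibition above mean plus 3 SD of compounds lying within the high and low control bounds, cut at about 19% in these data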;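 further: 0% = median of test compound wells and 100% = no enzyme DMSO wells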
Target sequence (Q9NZ20 whole entry, looked up): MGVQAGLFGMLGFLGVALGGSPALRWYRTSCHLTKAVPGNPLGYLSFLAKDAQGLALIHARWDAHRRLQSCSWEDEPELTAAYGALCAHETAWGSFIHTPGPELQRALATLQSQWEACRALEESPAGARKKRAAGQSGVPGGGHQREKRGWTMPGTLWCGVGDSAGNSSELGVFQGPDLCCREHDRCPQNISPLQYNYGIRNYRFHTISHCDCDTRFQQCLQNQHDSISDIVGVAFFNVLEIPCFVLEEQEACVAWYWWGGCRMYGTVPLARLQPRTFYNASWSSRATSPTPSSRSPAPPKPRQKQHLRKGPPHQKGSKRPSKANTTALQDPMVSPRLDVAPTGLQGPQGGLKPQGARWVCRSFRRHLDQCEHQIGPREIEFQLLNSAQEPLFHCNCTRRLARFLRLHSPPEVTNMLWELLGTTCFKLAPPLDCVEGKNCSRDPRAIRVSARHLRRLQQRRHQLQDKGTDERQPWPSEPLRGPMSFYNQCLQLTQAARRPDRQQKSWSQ
DAX1 inh-2: DAX1 (NR0B1) inhibitors on StAR promoter, primary screen, cell-based, luminescence, SF-1 (NR5A1), full-length DAX-1; inhibition, % at 6.8 µM; 370,000 tested, 1.1% active; HEK293T StAR-luciferase reporter, SF-1/DAX-1 repression relief; AID 652010, 2013;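 active means inhibition above the mean over all tested compounds plus 3 SD, cut at about 3.6% in these data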;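 further: 0% = DAX-1 cells with DMSO and 100% = cells lacking DAX-1 with DMSO; higher inhibition means more luminescence from relief of DAX-1 repression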
hcDAF-12 act: H. contortus DAF-12 nuclear receptor activators, primary screen, cell-based, luminescence, HEK293, lit1-tk-luc reporter. HEK293 hcDAF-12 lit1-tk-luc reporter; 0% DMSO, 100% Δ7-dafachronic acid. activation, % at 6.8 µM. 370,000 tested, 1.4% active. AID 652067, 2013;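 active means activation above the mean of all tested compounds plus 3 SD, cut at about 5.5% in these data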;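 further: 100% = response to 3 µM Δ7-dafachronic acid high control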
FXN GAA850 act: FXN promoter activators, primary screen, cell-based, luciferase luminescence, HEK293 lucGAA850. activation, % at 6 µM. AID 540364, 2011. HEK293 lucGAA850 FXN promoter luciferase reporter, 24 h; percent of 10 µM SAHA response. 360,000 tested, 0.56% active;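 active means activation above the average of all compounds screened plus 3 SD, cutoff fixed separately per campaign, cut at about 7.5% in these data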;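 further: 0% = DMSO wells and 100% = 10 µM SAHA wells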
hgDAF12 agonist: H. glycines DAF-12 receptor agonists, primary screen, cell-based, luminescence, HEK293, GAL4 fusion, UAS-luciferase | Nuclear hormone receptor DAF-12 (Heterodera glycines), GAL4 fusion | HEK293 GAL4-hgDAF12 UAS-luciferase reporter, agonist luminescence; normalized to butyrate control | activation, % at 6.8 µM | 370,000 tested, 1.8% active | AID 687014, 2013;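 active means activation above a cutoff set at the mean of all screened compounds plus 3 SD, cut at about 10% in these data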;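 further: 0% = DMSO wells and 100% = sodium butyrate wells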
PLCb3 inh: human PLC-beta3 inhibitors, primary screen, biochemical, fluorescence | Purified PLC-beta3, fluorogenic substrate | 370,000 tested, 0.18% active | inhibition, % at 12.2 µM | 1-phosphatidylinositol 4,5-bisphosphate phosphodiesterase beta-3 (Homo sapiens), Q01970; in the data active means inhibition above about 11%;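 further: 0% = median of compound wells on plate and 100% = full blocker control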
PLCg1 inh: PLC-gamma1 enzyme inhibitors, primary screen, biochemical, fluorescence, purified enzyme. 1-phosphatidylinositol 4,5-bisphosphate phosphodiesterase gamma-1 (Homo sapiens), P19174. fluorogenic substrate. inhibition, % at 12.2 µM. 370,000 tested, 0.84% active. AID 720700, 2013; in the data active means inhibition above about 9.5%
ADAM10 inh: human ADAM10 inhibitors, primary screen, biochemical, QFRET, HTS | inhibition, % at 7 µM | 370,000 tested, 0.62% active | recombinant ADAM10, EDANS/DABCYL FRET peptide cleavage, 3 h | Disintegrin and metalloproteinase domain-containing protein 10 (Homo sapiens), O14672 | AID 720582, 2013;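 active means inhibition above a per-campaign cutoff equal to the mean of compounds falling between control-based bounds plus 3 SD, cut at about 20% in these data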;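 further: 0% = DMSO wells while the 100% control is not disclosed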
Target sequence (O14672 214-748 limits assumed): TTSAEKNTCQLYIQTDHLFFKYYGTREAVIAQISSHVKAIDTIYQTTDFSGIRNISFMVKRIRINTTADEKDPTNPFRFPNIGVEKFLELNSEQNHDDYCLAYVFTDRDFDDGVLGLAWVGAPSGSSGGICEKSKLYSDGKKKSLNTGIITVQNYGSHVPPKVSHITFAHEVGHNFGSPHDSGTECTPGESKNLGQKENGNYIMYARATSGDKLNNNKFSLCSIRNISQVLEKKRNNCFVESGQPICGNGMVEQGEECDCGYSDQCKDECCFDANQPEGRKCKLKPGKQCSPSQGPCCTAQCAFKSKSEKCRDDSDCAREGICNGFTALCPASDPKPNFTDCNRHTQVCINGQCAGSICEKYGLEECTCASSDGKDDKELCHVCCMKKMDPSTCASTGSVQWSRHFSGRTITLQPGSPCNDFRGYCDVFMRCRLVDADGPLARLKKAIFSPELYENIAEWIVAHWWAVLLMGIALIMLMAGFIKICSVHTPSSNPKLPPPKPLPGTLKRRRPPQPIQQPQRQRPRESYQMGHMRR
The depositor's hits bear a star; / = no result given. Outcome played no part in choosing rows (roughly 6.9% active in at least one column).

SMILES	ssDAF12 agonist	DAX1 inh-1	ADAM17 inh	sPLA2-III inh	DAX1 inh-2	hcDAF-12 act	FXN GAA850 act	hgDAF12 agonist	PLCb3 inh	PLCg1 inh	ADAM10 inh
CCOc1ccc(N(CC(=O)NC2CCC(C)CC2)S(=O)(=O)c2c(C)noc2C)cc1 (stereo not given)	-0.4	0.6	2	8	-0.2	1.3	1.8	0.4	3	5	1
COc1cc(CN2CCN(Cc3ccc(SC)cc3)CC2)cc(OC)c1O	-1.0	0.1	-1	-5	-0.3	-1.4	0.6	3.1	4	1	-7
Cc1c(C(=O)N2CCCC2)sc(NC(=O)c2ccco2)c1C#N	-1.2	0.9	2	-5	0.1	-0.2	1.4	-0.8	-25	-17	-5
Cc1ccc(CC(CC(=O)Nc2cccc(C(F)(F)F)c2)C(=O)O)cc1 (stereo not given)	-0.8	1.7	3	-13	0.1	-1.1	0.9	0.8	0	-1	-2
C=CCNC(=O)NC(=O)COC(=O)c1cccnc1SC	-1.2	2.6	-1	-3	-0.2	-1.3	1.3	-0.8	3	4	2
Cc1c([N+](=O)[O-])cc(C(=O)Nc2ccc(NC(=O)c3ccco3)cc2)cc1[N+](=O)[O-]	-1.2	1.3	-6	13	0.1	-0.3	-2.7	0.5	-7	3	2
Cc1ccc(C2=Nc3ccccc3N=C(c3ccc([N+](=O)[O-])cc3)C2)c(O)c1	-0.6	-0.5	-4	-1	0.2	2.4	2.3	4.5	-2	-2	-3
O=C(NCc1ccc2c(c1)OCO2)C12CC3CC(CC(C3)C1)C2	-0.9	1.1	-1	-4	0.2	0.3	-0.6	3.9	2	3	7
CC(C)(C)N(Cc1ccccc1)C(=O)COC(=O)C1CC(=O)N(Cc2ccccc2)C1 (stereo not given)	-0.7	0.4	-2	-19	1.5	0.1	-0.9	-3.0	-11	2	0
COc1ccccc1N(CC(=O)NC1CCCCC1)C(=O)CCC(=O)Nc1nccs1	-0.5	-0.7	-1	4	-0.1	-0.2	-0.3	2.8	-5	-1	4
CCOC(=O)C(C)Sc1cc(CS(=O)(=O)c2ccccc2)nc(-c2ccccc2)n1 (stereo not given)	-0.7	-0.2	7	-29	-1.1	1.1	1.4	0.5	7	3	18
O=S(=O)(C=C(c1ccccc1)c1ccccc1)c1ccccc1	-0.3	-0.2	4	-17	-0.3	-1.4	2.0	-0.1	-2	2	12
CC(C(=O)NC(C)(C)C)n1c(-c2ccccc2)nc2ccccc21 (stereo not given)	-0.5	/	-3	2	1.6	2.7	/	5.2	3	-1	-3
N#CCCN(C(=O)COC(=O)c1cccc(S(=O)(=O)Nc2ccc([N+](=O)[O-])cc2)c1)c1ccccc1	-1.2	-1.0	9.2*	-61	-0.1	-1.2	4.3	1.1	0	2	14
CCOc1cc(CO)cc(Br)c1OCC(=O)Nc1ccccc1C	-0.8	-2.1	0	-1	-1.0	-1.5	-1.0	-0.9	4	1	9
Cc1cc(NC(=O)NC(C)(C(F)(F)F)C(F)(F)F)no1	-1.6	1.4	-3	-6	-0.3	-2.2	0.6	-2.2	-4	3	1
Cc1ccc(C)c(-c2csc(N)c2C(=O)OC(C)C)c1	-1.3	0.4	1	6	0.7	0.1	0.2	0.4	0	2	9
O=C(COC(=O)c1ccccc1Cl)NC(=O)NCc1ccccc1	-1.2	0.7	1	-10	-0.1	-0.9	0.2	0.5	-1	-2	-4
O=C(O)c1ccc2cccc(Cl)c2c1O	-0.7	-0.4	-19	-16	-0.3	3.0	-1.7	2.1	-24	-18	-63
CSCCC(NC(=O)c1ccccc1)C(=O)Nc1ccncc1 (stereo not given)	-1.8	1.2	-1	-2	-1.0	-0.7	0.9	-0.1	-1	2	0
CCN(CC)C(=O)Oc1ccc(Cl)c2ccccc12	-1.8	0.0	2	1	0.7	-0.9	4.3	-0.1	3	3	2
CCCn1c(SCC(=O)N2CCCCC2)nc2c1c(=O)n(C)c(=O)n2C	-1.1	-1.1	0	-4	0.0	1.5	4.0	-3.6	-6	2	-14
Cc1cc(=O)oc(C)c1C(=O)NCC(C)C	-1.7	-0.2	-2	5	1.1	-0.3	0.8	0.1	3	3	2
CCOCCCn1c(SCC(=O)N2CCOCC2)nc2ccccc2c1=O	-1.1	-0.1	-5	13	-0.4	0.1	-0.1	-1.4	-10	-1	1
Cc1cc(Oc2ccccc2)nc(N2CCOCC2)n1	-1.1	0.3	2	7	0.0	-0.9	4.0	3.0	1	2	2
CC(=O)c1ccc(N2CCN(C(=O)Nc3cccc(F)c3)CC2)cc1	-1.3	-0.1	2	4	-0.3	-0.7	2.8	-2.4	-1	1	-3
Cn1c(=O)[nH]c(=O)c2c1nc(CN1CCN(c3ccc(F)cc3)CC1)n2CCN1CCOCC1	-1.3	2.4	-3	3	0.3	0.5	1.4	-3.5	-1	2	3
CCCCn1c(SCC(=O)Nc2nnc(C(C)C)s2)nc2c1c(=O)n(C)c(=O)n2C	-1.6	1.1	-3	-1	-1.0	-1.6	-1.1	0.1	1	2	-6
CCOc1ccc(CCNC(=O)COC(=O)c2nn(C)c(=O)c3ccccc23)cc1OCC	-1.2	0.5	-2	-1	0.7	-2.0	0.9	0.1	0	2	0
COc1ccc(S(=O)(=O)Nc2ccc(NC(C)=O)cc2)cc1Cl	-1.0	0.1	-1	4	-0.2	1.3	3.4	-4.9	4	1	-4
COc1ccccc1CN1CC(C(=O)NCC2(O)CCCCC2)CCC1=O (stereo not given)	-0.6	2.5	-3	-1	-0.4	0.3	-1.9	-1.7	0	1	-14
O=c1cnn(Cc2ccc(F)cc2)c2ccccc12	-1.1	1.1	-4	6	0.5	-2.1	1.4	-1.6	-5	1	3
Cc1c(C(C)C)c(=O)n(-c2ccc(S(=O)(=O)NC(C)C)cc2)n1C	-1.0	-0.7	-3	1	-1.6	-1.9	1.7	0.6	3	0	10
COc1ccc(C(=O)NCC(=O)OCC(=O)N2CCCc3ccccc32)cc1	-0.1	0.9	3	-2	0.6	0.2	-0.8	-0.9	8	2	3
Cc1cc(NS(=O)(=O)c2ccc(NC(=S)NC(=O)c3cccc(S(=O)(=O)N(C)C)c3)cc2)no1	-0.9	1.6	-4	1	0.8	-1.1	0.5	-1.4	-3	0	3
COc1ccc(-c2noc(C(=O)NCc3ccc(F)cc3)n2)cc1OC	-1.6	-0.3	3	-9	-0.2	-3.0	0.2	-1.0	-1	-1	2
CN1CCN(c2nc(-c3ccc(C(C)(C)C)cc3)nc3ccccc23)CC1	-0.6	0.2	2	-10	1.5	6.2*	-1.1	2.2	0	-1	5
c1ccc(-c2nn3c(Cn4nnc5ccccc54)nnc3s2)cc1	-1.1	1.0	9	-5	0.9	-0.3	1.7	1.3	4	3	6
O=C(NCCNc1ccc([N+](=O)[O-])cc1)c1cccs1	-0.9	0.0	1	1	-0.7	-0.7	-1.9	-0.3	-1	2	8
O=c1c2ccccc2nnn1COc1ccc(F)cc1Cl	-1.5	0.3	-4	0	0.3	1.3	1.9	4.3	3	1	-2
O=C(NC1CCCC1)c1ncn[nH]1	-0.4	-0.5	1	0	-0.2	0.8	-5.1	-0.3	6	5	2
CCOC(=O)c1cccc(NC(=O)COc2ccc([N+](=O)[O-])cc2)c1	-2.1	-0.2	1	-13	-0.2	-1.6	0.9	-1.9	3	1	6
O=C1c2ccccc2C(=O)N1CC1c2ccccc2CCN1C(=O)C1CCCCC1 (stereo not given)	-1.1	0.1	-1	-1	-0.8	-2.1	-0.8	0.3	3	2	-5
COc1ccc(/C=N/NC(=O)c2cccc([N+](=O)[O-])c2)cc1OS(=O)(=O)c1ccccc1	-0.2	-1.0	-4	-1	-0.4	0.2	-2.4	-0.3	3	1	1
Cc1c(C#N)c2ccccc2n1CC(=O)N1CCCc2ccccc21	-1.3	-1.3	1	0	0.0	-1.6	1.4	-1.9	2	0	3
Cn1nnnc1SCC(=O)Nc1cc(C(C)(C)C)nn1-c1ccccc1	-0.8	-1.0	-3	2	-0.8	-1.0	-1.7	-0.3	2	0	4
Cc1cc(OC(=O)c2ccc(S(=O)(=O)N(C)C)cc2)cc(=O)o1	-0.7	-0.6	-5	0	-0.1	-0.7	-0.5	1.2	0	-3	-6
O=C(Nc1nc2ccc(Cl)cc2s1)C1CCCO1 (stereo not given)	-0.1	2.0	-2	-7	1.3	1.5	2.1	8.5	2	-25	0
CCCCN(C(=N)N1CCCCC1)c1nc(C)c([N+](=O)[O-])c(=O)[nH]1	-1.5	0.1	3	5	0.0	-1.0	-1.0	-0.9	4	8	2
N#Cc1c(NC(=O)CSc2ncnc3c2cnn3-c2ccccc2Cl)sc2c1CCCC2	-0.6	-0.5	-5	2	-0.5	-1.1	0.4	2.9	-2	-1	-8
COc1ccc2c(=O)cc(-c3ccccc3)n(C)c2c1	-0.2	-1.6	-3	7	-0.3	-0.2	1.2	-0.1	3	1	-8
CCOC(=O)N1CCN(C(=O)C2CCN(Cc3ccc(O)c(OCC)c3)CC2)CC1	-0.5	0.2	-3	2	0.0	-0.7	0.4	0.0	0	0	-6
Cc1ccccc1CN(C)C(C)C(=O)NCc1ccccc1 (stereo not given)	-1.5	1.0	-2	-2	-0.5	-0.5	0.3	1.6	2	3	2
O=C(O)C1=C[C@H](c2ccc(F)cc2)C[C@H](OCc2ccc(CO)cc2)O1	-0.3	-0.1	2	-3	0.4	1.5	1.1	0.4	1	2	-1

Taken from above, 2 compounds:
SMILES	ssDAF12 agonist	DAX1 inh-1	ADAM17 inh	sPLA2-III inh	DAX1 inh-2	hcDAF-12 act	FXN GAA850 act	hgDAF12 agonist	PLCb3 inh	PLCg1 inh	ADAM10 inh
Cn1nnnc1SCC(=O)Nc1cc(C(C)(C)C)nn1-c1ccccc1	-0.8	-1.0	-3	2	-0.8	-1.0	-1.7	-0.3	2	0	4
Cc1cc(OC(=O)c2ccc(S(=O)(=O)N(C)C)cc2)cc(=O)o1	-0.7	-0.6	-5	0	-0.1	-0.7	-0.5	1.2	0	-3	-6
